PAD4 inh: blocks human protein arginine deiminase 4; 330,000 tested, 0.41% active; Q9UM07; inhibition, % at 6.36 µM; AID 485272; recombinant PAD4, RCA probe fluorescence polarization;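 active = percent inhibition above a cutoff equal to the mean of all tested compounds plus 3 SD, cut at about 15% in these data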;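 also: 0% = PAD4 with RCA probe and DMSO and 100% = probe without PAD4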
LYPLA2 inh: LYPLA2 (human) inhibition in PME1 counter-screen; recombinant LYPLA2, FP-Rh probe fluorescence polarization; 320,000 tested, 0.38% active; AID 2177; inhibition, % at 5.9 µM;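 active = inhibition above the screen-wide mean plus 3 SD, limit set per campaign, cut at about 26% in these data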;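 also: 0% = LYPLA2 with DMSO and 100% = wells lacking LYPLA2 enzyme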
LYPLA1 counter: LYPLA1 (human) inhibition in PME1 counter-screen. recombinant LYPLA1, FP-Rh probe fluorescence polarization. inhibition, % at 5.9 µM. 320,000 tested, 0.16% active. O75608;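 active = inhibition above the mean of all tested compounds plus 3 SD, set per campaign, cut at about 14% in these data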;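 also: inhibitors block serine hydrolase probe labeling of LYPLA1 so polarization falls; 0% = enzyme with DMSO and 100% = wells lacking LYPLA1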
Target sequence (O75608 whole entry, looked up): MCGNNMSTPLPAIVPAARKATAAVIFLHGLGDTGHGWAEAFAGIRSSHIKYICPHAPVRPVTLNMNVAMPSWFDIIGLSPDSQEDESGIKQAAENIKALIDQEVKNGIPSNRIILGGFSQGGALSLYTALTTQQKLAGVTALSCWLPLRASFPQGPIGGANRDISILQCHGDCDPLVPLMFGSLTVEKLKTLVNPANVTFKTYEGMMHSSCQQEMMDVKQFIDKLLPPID
PAFAH1B2 FP inh: blocks human PAF acetylhydrolase 1b catalytic subunit 2; P68402; recombinant PAFAH1B2, FP-rhodamine activity probe, fluorescence polarization; inhibition, % at 3.39 µM; 340,000 tested, 1.2% active;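 active = inhibition above the mean of all tested compounds plus 3 SD, cut at about 24% in these data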;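 also: 0% = enzyme with DMSO and 100% = wells lacking PAFAH1B2; many of its hits are not listed in these tables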
Target sequence (P68402 whole entry, looked up): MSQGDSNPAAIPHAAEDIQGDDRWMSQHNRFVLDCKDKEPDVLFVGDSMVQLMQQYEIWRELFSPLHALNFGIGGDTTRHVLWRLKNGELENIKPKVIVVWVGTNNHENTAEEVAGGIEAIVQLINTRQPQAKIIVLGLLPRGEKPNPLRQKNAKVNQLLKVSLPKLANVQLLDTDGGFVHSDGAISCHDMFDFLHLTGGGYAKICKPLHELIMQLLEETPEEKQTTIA
pPAFAH inh: pPAFAH (human) enzyme inhibition; Q13093; recombinant pPAFAH, FP-rhodamine probe fluorescence polarization; inhibition, % at 3.39 µM; 330,000 tested, 1.5% active; AID 463082;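 active = inhibition above the mean inhibition across the screen plus 3 SD, cut at about 25% in these data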;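 also: inhibitors block binding of the rhodamine activity-based probe so polarization drops; 0% = enzyme with DMSO and 100% = wells lacking pPAFAH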
Target sequence (Q13093 whole entry, looked up): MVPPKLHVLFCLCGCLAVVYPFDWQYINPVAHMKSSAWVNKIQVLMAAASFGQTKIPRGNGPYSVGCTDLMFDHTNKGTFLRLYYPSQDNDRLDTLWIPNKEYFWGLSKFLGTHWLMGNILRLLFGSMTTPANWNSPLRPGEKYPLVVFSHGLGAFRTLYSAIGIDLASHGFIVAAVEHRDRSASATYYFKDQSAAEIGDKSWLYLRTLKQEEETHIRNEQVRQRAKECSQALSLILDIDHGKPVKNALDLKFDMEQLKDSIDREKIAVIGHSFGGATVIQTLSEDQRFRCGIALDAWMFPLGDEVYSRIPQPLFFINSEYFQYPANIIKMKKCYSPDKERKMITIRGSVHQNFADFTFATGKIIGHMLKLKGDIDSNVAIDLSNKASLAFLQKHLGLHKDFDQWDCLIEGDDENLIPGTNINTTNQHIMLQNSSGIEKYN
PREPL inhibitor: inhibitors of human prolyl oligopeptidase-like enzyme PREPL; Q4J6C6; recombinant PREPL, fluorescence polarization activity-based probe; inhibition, % at 5.96 µM; 320,000 tested, 0.68% active; in the data active = inhibition above about 43%;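 also: 0% = enzyme with DMSO and 100% = wells lacking enzyme; many of its hits are not listed in these tables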
GSTO1 inh: GSTO1 inhibition, counter-screen for RBBP9 inhibitors | P78417 | recombinant GSTO1, activity-based probe fluorescence polarization | inhibition, % at 5.96 µM | 300,000 tested, 1.1% active | AID 1974;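 active = inhibition above the campaign mean inhibition plus 3 SD, cut at about 35% in these data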;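 also: 0% = GSTO1-1 with DMSO and 100% = wells lacking GSTO1-1 enzyme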
PME-1 primary: PME-1 (human) inhibition | Q9Y570 | recombinant PME-1, FP-Rh probe fluorescence polarization | inhibition, % at 5.9 µM | 320,000 tested, 0.53% active | AID 2130;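 active = inhibition above the campaign mean of all compounds plus 3 SD, cut at about 26% in these data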;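 also: competitive labeling of PME-1 active site by serine hydrolase directed probe; 0% = PME-1 with DMSO and 100% = wells lacking PME-1 enzyme; inhibitors block probe labeling so polarization falls and inhibition rises; many of its hits are not listed in these tables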
PAFAH1B3 FP inh: PAFAH1B3 (human) inhibition; inhibition, % at 3.39 µM; Q15102; recombinant PAFAH1B3, FP-rhodamine probe, fluorescence polarization; 340,000 tested, 0.28% active;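 active = inhibition above the screen-wide average of all tested compounds plus 3 SD, cut at about 25% in these data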;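 also: 0% = enzyme with DMSO only and 100% = wells lacking PAFAH1B3 protein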
The depositor's hits bear a star; · = no result given.

Order of values – PAD4 inh	LYPLA2 inh	LYPLA1 counter	PAFAH1B2 FP inh	pPAFAH inh	PREPL inhibitor	GSTO1 inh	PME-1 primary	PAFAH1B3 FP inh
CCn1c(=S)sc2c(=O)n(-c3ccccc3)c(=S)[nH]c21
→ 5	3	3	-4	1	27	3	-3	18
CCOC(=O)c1sc(NC(=O)c2cc(S(=O)(=O)N3CCOCC3)ccc2C)nc1C
→ -5	6	1	5	3	-4	-3	2	5
CCOc1ccc(NC(=O)C2CC=CCC2C(=O)O)cc1 (centres undefined)
→ 0	2	-1	5	6	-1	-2	-2	-5
CC1C/C(=N/NC(=O)c2cccs2)CC(C)(C)C1 (centres undefined)
→ -1	-4	0	8	-4	0	0	-1	5
COCCNC(=O)CCn1nc(-c2ccc(Cl)cc2)ccc1=O
→ 0	-7	-6	3	-2	0	4	0	3
Nc1ccc(N2CCN(C(=O)c3cccs3)CC2)cc1
→ -5	17	1	1	32*	42	18	5	4
C/C(=N\Nc1cc(Cl)nc(C)n1)c1ccccc1
→ -3	4	-1	-1	2	5	-14	-11	-3
Cc1ccc(OCC(COCc2ccccc2)NC(C)C)cc1 (centres undefined)
→ -1	-1	-1	5	4	-11	-3	2	1
COc1ccc(Cl)cc1NC(=O)CN1C(=O)NC(Cc2c[nH]c3ccccc23)C1=O (centres undefined)
→ 2	·	·	2	3	28	·	·	10
Cc1cc(N)c(-n2cc3c(=O)n(C)c(=O)n(C)c3c2)cc1C
→ 3	-7	-2	0	3	4	-3	-7	-7
CC1CCN(C(=S)c2cn(Cc3cccc(F)c3)c3ccccc23)CC1
→ -2	6	1	0	11	1	0	4	7
O=C(CN1c2cccc3cccc(c23)S1(=O)=O)N1CCN(c2ccccc2)CC1
→ -1	·	·	1	6	35	·	·	1
CCN(CC)CCN(Cc1cc2cc3c(cc2[nH]c1=O)OCO3)C(=S)NCCCN(C)C
→ -1	-4	-5	2	-2	17	8	3	12
CC(NC(=O)Nc1ccccc1O)(C(F)(F)F)C(F)(F)F
→ -14	-10	-4	-2	1	0	10	-5	2
C=CCN1C(=O)NC(c2ccc(OC)cc2)(C(F)(F)F)S/C1=C(\C#N)c1nnc(N2CCOCC2)n1-c1ccccc1 (centres undefined)
→ -4	0	-2	8	5	3	31	1	-1
C=CCN1C(=O)c2cccc3c(Br)ccc(c23)C1=O
→ 3	-1	1	-3	6	8	4	4	3
COc1ccc(NCC(=O)n2c(C)c(C)c3ccccc32)cc1
→ -3	6	1	5	6	4	-4	5	0
O=C(O)/C=C/C(=O)c1ccc(O)cc1
→ -7	7	0	2	-1	-5	-13	2	3
CCc1ccc(S(=O)(=O)Nc2c(C)nn(C)c2C)cc1
→ -4	-1	-1	2	-2	3	9	-1	-6
Cc1ccc(S(=O)(=O)N2CCC(=O)N(C(COCc3ccc(Cl)cc3)Cc3ccccc3)CC2)cc1 (centres undefined)
→ -7	-3	-1	25*	9	29	10	2	9
CC(=O)c1ccc(NC(=O)C2CCCN2S(=O)(=O)c2ccc(C)cc2)cc1 (centres undefined)
→ -3	8	4	4	-4	5	9	-19	1
CCN(CC)C(=O)c1sc2nc(-c3ccc(OC)cc3)cn2c1C
→ 1	0	3	4	4	-3	-2	-1	11
CCC(=O)NNc1nc2c(F)cc(F)cc2s1
→ 1	6	-3	2	3	-9	4	0	8
CCOc1cccc(-c2nc(C(N)=O)c3[nH]c(=O)n(-c4cccc(Cl)c4)c3n2)c1O
→ -1	3	1	2	-2	12	14	6	-3
[O-]/[N+](=C\C=C\c1ccccc1)c1ccccc1
→ 0	-4	-6	-1	4	12	3	-3	13
Cc1nnc(Oc2ccccc2F)c2ccccc12
→ -24	-5	-2	-2	3	-3	4	-7	0
Cc1ccc(-c2n[nH]c(=S)n2/N=C/C=C\c2ccccc2[N+](=O)[O-])cc1
→ 3	4	1	-2	18	11	-6	6	10
CCc1ccc(CCC(=O)Nc2ccc(C)cc2C)o1
→ -3	-5	0	2	-3	7	3	-6	6
CCOC(=O)C1CCN(c2ncnc3c2cnn3C)CC1
→ -10	-3	2	1	-1	-12	5	2	0
COc1ccc(Cc2n[nH]c(=S)n2Cc2ccccc2)cc1Cl
→ -2	1	0	3	-4	8	-6	3	1

Filtered by structure: those above containing a COOH group
Order of values – PAD4 inh	LYPLA2 inh	LYPLA1 counter	PAFAH1B2 FP inh	pPAFAH inh	PREPL inhibitor	GSTO1 inh	PME-1 primary	PAFAH1B3 FP inh
CCOc1ccc(NC(=O)C2CC=CCC2C(=O)O)cc1 (centres undefined)
→ 0	2	-1	5	6	-1	-2	-2	-5
O=C(O)/C=C/C(=O)c1ccc(O)cc1
→ -7	7	0	2	-1	-5	-13	2	3

Remaining list, next part:
Order of values – PAD4 inh	LYPLA2 inh	LYPLA1 counter	PAFAH1B2 FP inh	pPAFAH inh	PREPL inhibitor	GSTO1 inh	PME-1 primary	PAFAH1B3 FP inh
CCN(C(=N)N=C(N)N)c1ccccc1
→ 3	3	1	4	4	-1	2	-9	6
CS(=O)(=O)N1CCC2(CC1)OCCN2S(=O)(=O)c1ccccc1
→ -2	-4	2	0	0	-7	3	-4	4
CC1=Nc2cccc3cccc(c23)N1
→ -1	3	1	-4	15	45*	29	4	7
C/C(=N\NC(=O)c1nc2ccccn2c1C)c1cccc([N+](=O)[O-])c1
→ 0	2	0	-1	3	4	-7	1	6
CC(C)(C)OC(=O)NCc1ccc(CNC(=O)c2nc[nH]c2C(=O)N2CCc3ccccc3C2)cc1
→ -10	2	2	-6	2	4	·	0	-4
O=C(COC(=O)/C=C/c1ccc(OC(F)F)cc1)Nc1ccc(S(=O)(=O)N2CCCC2)cc1
→ 0	-24	-22	-2	-12	-12	-10	-23	-7
O=C(NCc1ccccc1Cl)c1ccc2nc[nH]c2c1
→ -6	-2	-3	8	-1	11	-4	-7	5
CC1CCC2(CC1)NC(=O)N(CC(=O)Nc1ccc(C(N)=O)cc1)C2=O (centres undefined)
→ 0	·	·	3	1	0	·	·	-1
COc1cc2oc(=O)cc(-c3ccc(-c4ccc(C)cc4)cc3)c2c(OC)c1OC
→ 2	·	·	2	4	·	·	·	7
CCOC(=O)C1=CN(Cc2ccco2)S(=O)(=O)N(C)C1c1ccc(F)c(Cl)c1 (centres undefined)
→ -2	·	·	-2	-1	·	·	·	3
COc1ccc(-n2c(=O)c3c(C)c(C)sc3n(Cc3cccc(F)c3)c2=O)c(OC)c1
→ 3	-2	0	0	1	-7	1	-2	-8
CC(=O)Oc1cc2oc(=O)cc(C)c2cc1Cl
→ 3	-5	-4	5	-1	5	-2	4	4
CCn1c(SCC(=O)Nc2ccc(F)cc2)nc2ccccc2c1=O
→ 5	1	2	7	-3	5	1	1	-4
O=C(N/N=C/c1ccc([N+](=O)[O-])o1)c1sc2ccccc2c1Cl
→ -14	-8	3	13	31*	40	33	12	12
CCNc1nc(OCC)nc(N2CCC(Cc3ccccc3)CC2)n1
→ -2	-3	3	1	12	6	5	-2	-4
N#C/C(=C/c1ccc(N2CCOCC2)o1)C(=O)N1CCOCC1
→ 3	2	2	4	-5	7	1	-2	7
COCCn1c(C)cc(C(=O)CN2C(=O)NC3(CCCCCCC3)C2=O)c1C
→ 0	1	-1	1	2	5	-3	5	13
CC1CCN(c2nnc(NC(=O)Cn3c(=O)oc4ccccc43)s2)CC1
→ 3	2	2	5	0	5	-8	-4	8
Cc1ccc(NC(=O)N(C2CCCCC2)C(C)c2cccnc2)cc1C (centres undefined)
→ 0	0	-3	4	0	1	5	-4	-1
C#CCOCCOCCOCCNc1nc(N2CCN(C(=O)CCCCCCCCCCNC(=O)Cn3cc(C[C@@H](C)O)nn3)CC2)nc(N2CCN(C(=O)CCCCCCCCCCNC(=O)[C@H](CO)n3cc(CCCSC)nn3)CC2)n1
→ 1	-60	-32	-22	10	6	-45	-66	-45
COc1ccc(C(=O)Nc2c(N)nc(SCC(=O)N3CCC(C)CC3)[nH]c2=O)cc1
→ 1	2	-3	2	2	1	2	2	5
COC(=O)Cc1ccc(NC(=S)NCCCN2CCOCC2)cc1
→ -4	-5	2	-1	-2	13	3	2	4
CCOc1ccc(CN2CCNC(=O)C2CC(=O)NCCCOc2cccnc2)cc1 (centres undefined)
→ -6	3	4	3	2	10	10	1	-6
Nc1ccc2c(c1)C(=O)C(=O)c1ccccc1-2
→ 82*	95*	87*	25*	15	61*	94*	38*	76*
CCN(CC)c1ncnc2sc(C(=O)N3CCN(c4ccc(OC)cc4)CC3)c(C)c12
→ -4	-3	-1	-1	1	-16	-3	1	1
O=C(Nc1ccc(S(=O)(=O)NCc2ccco2)cc1)c1ccc2ccccc2n1
→ -4	-36	-16	-12	3	-5	-9	-27	-21
Cc1cnn(-c2cc(N/N=C/c3ccccc3)ncn2)c1
→ 1	-5	-6	-3	3	2	-7	-5	-9
O=C(N/N=C\c1ccc[nH]1)C1COc2ccccc2O1 (centres undefined)
→ 0	3	2	6	3	2	0	-4	14
S=C(Nc1ccccc1)N1CCC(C2CCN(C(=S)Nc3ccccc3)CC2)CC1
→ -2	5	0	·	0	8	5	-1	·
COc1ccc(S(=O)(=O)NNC(=O)c2ccc(-n3c(C)ccc3C)cc2)cc1
→ 1	-2	-2	·	15	17	-2	1	·
CCOc1ccc(NC(=O)/C=C/c2ccc(OC)cc2)c([N+](=O)[O-])c1
→ -2	-23	-11	-11	-5	7	-7	-17	-13
O=C(NCc1cccnc1)C(=O)N/N=C/c1ccc([N+](=O)[O-])cc1
→ -2	5	1	2	4	0	-4	4	7
COCCNC(=O)CN1CCC(n2c(C)nc3cc(C(F)(F)F)ccc32)CC1
→ 0	4	-4	-5	9	7	0	-1	8

A draw from above in order of heavy-atom count, rising.
Order of values – PAD4 inh	LYPLA2 inh	LYPLA1 counter	PAFAH1B2 FP inh	pPAFAH inh	PREPL inhibitor	GSTO1 inh	PME-1 primary	PAFAH1B3 FP inh
CCN(C(=N)N=C(N)N)c1ccccc1
→ 3	3	1	4	4	-1	2	-9	6
CS(=O)(=O)N1CCC2(CC1)OCCN2S(=O)(=O)c1ccccc1
→ -2	-4	2	0	0	-7	3	-4	4
COc1cc2oc(=O)cc(-c3ccc(-c4ccc(C)cc4)cc3)c2c(OC)c1OC
→ 2	·	·	2	4	·	·	·	7
CCOc1ccc(CN2CCNC(=O)C2CC(=O)NCCCOc2cccnc2)cc1 (centres undefined)
→ -6	3	4	3	2	10	10	1	-6

Limited to PME-1 primary and PAFAH1B3 FP inh (three entries from above):
compound | PME-1 primary | PAFAH1B3 FP inh
COCCn1c(C)cc(C(=O)CN2C(=O)NC3(CCCCCCC3)C2=O)c1C | 5 | 13
Cc1ccc(NC(=O)N(C2CCCCC2)C(C)c2cccnc2)cc1C (centres undefined) | -4 | -1
COc1cc2oc(=O)cc(-c3ccc(-c4ccc(C)cc4)cc3)c2c(OC)c1OC | · | 7

Some of the compounds tested. The share of hits here may be higher or lower than overall.
